From PubChem BioAssay
AmpC detergent: inhibitors of E. coli AmpC beta-lactamase with detergent | Potency, µM (highest dose often 114 µM), inactives show at the highest dose activity change, negative = inhibition, hits mostly inhibitors | AmpC hydrolysis of nitrocefin, absorbance 480 nm, 0.01% Triton | actives 0.041% (n = 370,000);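 also: potency is read from the fitted curve at half-maximal effect; 0% = no-compound wells and -100% = no-enzyme wells; nearly all actives have a fitted effect of over 25% in size; some results filed as inactive show a strong effect at the top dose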
Target sequence (P00811 whole entry, looked up): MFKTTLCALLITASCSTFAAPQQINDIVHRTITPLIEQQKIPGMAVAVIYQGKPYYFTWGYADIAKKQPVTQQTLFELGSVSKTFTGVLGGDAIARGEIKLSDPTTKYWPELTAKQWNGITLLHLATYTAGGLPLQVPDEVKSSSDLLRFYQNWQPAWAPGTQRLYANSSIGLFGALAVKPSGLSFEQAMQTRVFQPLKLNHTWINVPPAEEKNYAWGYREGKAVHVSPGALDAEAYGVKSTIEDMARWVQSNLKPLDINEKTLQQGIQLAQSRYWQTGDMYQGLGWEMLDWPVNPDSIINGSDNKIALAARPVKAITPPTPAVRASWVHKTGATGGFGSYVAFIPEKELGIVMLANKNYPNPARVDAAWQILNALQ
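20 mM phosphate pH 7.0 + 0.01% (detergent screen) or 0.0001% Triton X-100; 5.3 nM AmpC reagent; cpd preinc 15 min RT; nitrocefin (800 uM stock) to start; A480 q20 s × 4 min; Activity was normalised to no-enzyme and no-compound control wells.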
HCMV inh: human cytomegalovirus inhibition. HFF cells, HCMV-luciferase reporter, 72 h; active compounds read low. activity change, negative = inhibition, % at 57.5 µM. actives 4.5% (n = 410,000). AID 1259415; in the data active = activity change below about -60%; inconclusive = no clear call, values can overlap the other calls; inactive = above about -39%
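Cell-based, HFFs, 1000 cells/well, 16 h 37C; cpds in DMSO + HCMV-luc, MOI 1 PFU/cell; 72 h 37C; OneGlo luminescence after 5 min RT; norm. to buffer vs Salinomycin 10uM.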
AMA1-RON2 inh: disrupts binding of P. falciparum AMA1 to RON2; AlphaScreen AMA1-biotinylated RON2 peptide binding; Potency, µM (top dose mostly 58.2 µM), for the others: top-dose activity change, negative = inhibition, hits mostly inhibitors; actives 0.2% (n = 360,000);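 also: potency is read from the fitted curve at half-maximal effect; 0% = vehicle wells and -100% = peptide control; nearly all actives have a fitted effect of over 45% in size; some results filed as inactive show a strong effect at the top dose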
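AMA1 (3D7) with his tag at 25 nM final met compounds first, then biotinylated RON2 peptide at 25 nM; detection used donor plus acceptor beads, 10 µg/mL apiece, read by AlphaScreen after 30 min at room temperature.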
Sm TGR inh: S. mansoni TGR enzyme inhibition | actives 3% (n = 360,000) | Potency, µM (titrated, usually from 114 µM), for the others: at the top dose activity change, negative = inhibition, hits mostly inhibitors | Q962Y6 | purified TGR, DTNB reduction, TNB absorbance 405 nm; also: potency is read from the fitted curve at half-maximal effect; nearly all actives have a fitted effect of over 60% in size
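First, TGR (20 nM dispensed) and NADPH were mixed with compound. Second, a 15 min room-temperature incubation followed. Third, further NADPH and then DTNB were added to start the reaction. Finally, TNB absorbance was monitored kinetically.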
AmpC no deterg: inhibitors of E. coli AmpC beta-lactamase without detergent. Potency, µM (doses to about 57.1 µM), for the others: at the top dose activity change, negative = inhibition, usual class: inhibitors. actives 0.52% (n = 330,000). AmpC nitrocefin hydrolysis, absorbance 480 nm, 0.0001% Triton. P00811;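 also: potency is read from the fitted curve at half-maximal effect; plate controls were no compound for no effect and no enzyme for full effect; nearly all actives have a fitted effect of over 20% in size; some results filed as inactive show a strong effect at the top dose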
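20 mM phosphate pH 7.0 + 0.01% (detergent screen) or 0.0001% Triton X-100; 5.3 nM AmpC reagent; cpd preinc 15 min RT; nitrocefin (800 uM stock) to start; A480 q20 s × 4 min; Activity was normalised to no-enzyme and no-compound control wells.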
Giardia FBPA inh: Giardia lamblia aldolase inhibition | A8B2U2 | purified Giardia FBPA | Potency, µM (titrated, usually from 59.6 µM), for inactives: at the top dose activity, negative = inhibition, actives largely listed as inhibitors | actives 0.71% (n = 290,000) | AID 2451; also: potency is read from the fitted curve at half-maximal effect; nearly all actives have a fitted effect of over 55% in size
Target sequence (A8B2U2 whole entry, looked up): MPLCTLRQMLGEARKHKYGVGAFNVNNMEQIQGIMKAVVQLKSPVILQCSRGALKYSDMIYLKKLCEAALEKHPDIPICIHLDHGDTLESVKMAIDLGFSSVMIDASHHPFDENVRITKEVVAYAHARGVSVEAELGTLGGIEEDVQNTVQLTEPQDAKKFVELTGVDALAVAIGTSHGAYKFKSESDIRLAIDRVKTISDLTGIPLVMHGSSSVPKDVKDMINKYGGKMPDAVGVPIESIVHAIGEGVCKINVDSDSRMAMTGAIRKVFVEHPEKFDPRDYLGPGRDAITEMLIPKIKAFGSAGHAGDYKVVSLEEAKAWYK
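Giardia FBPA (40 nM reagent) was preincubated 10 min at RT with compound (up to 57.5 uM final), then substrate plus GAPDH/TPI/NAD/arsenate coupling system with diaphorase/resazurin was added; resorufin fluorescence (525/598 nm) was read after 20 min.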
Starred values were filed as active, the others as inactive; u = inconclusive; x = no result given; [ ] = remark or other dose. Unless noted, calls follow the shape of the dose curve; as a rule, active = well fitted curve in the direction sought with a large enough effect; inconclusive = small, poorly fitted or top-dose-only effect, or another doubt; inactive = no such curve, though single readings can be large; an effect the other way counts as inactive or inconclusive. Unless noted, % is scaled to controls: 0 for no effect and ±100 for the full control effect. Compounds as they come; any-hit rate near 7.8%.

SMILES | AmpC detergent | HCMV inh | AMA1-RON2 inh | Sm TGR inh | AmpC no deterg | Giardia FBPA inh
COc1cccc(NS(=O)(=O)c2ccc3[nH]cc(C(=O)NCCC(C)C)c(=O)c3c2)c1 | -3.0% | -11.7 | 10.0% | 10.8% | -43.0% | 3.7%
COc1ccc2c(c1OC)C(=O)OC2Nc1nc(-c2cc3ccccc3oc2=O)cs1 (stereo unspecified) | -4.8% | 37.4 | 1.5% | -22.7% | -23.9% | 2.1%
C[C@H]1CN([C@@H](C)CO)C(=O)c2cccc(NC(=O)C3CC3)c2O[C@H]1CN(C)S(=O)(=O)c1cccs1 | x | -20.3 | 0.0% | x | 138.4%[activator] | x
CCC1=Nc2cc(C(=O)NCC3CCCO3)ccc2Sc2ccc(Br)cc21 (stereo unspecified) | -4.9% | -35.8 | -0.8% | -11.6% | 138.7%[activator] | -7.9%
C/C(=N\NC(=O)c1ccccc1)c1ccccc1F | -4.9% | 6.5 | 3.8% | -0.6% | -22.6% | 0.3%
Cc1cc(C)cc(OCC(=O)NNC(=O)CCN2C(=O)c3ccccc3C2=O)c1 | -10.1% | -10.8 | 28.8% | 0.3% | -17.2% | 0.3%
CCC(CC)C(=O)OCC(=O)Nc1ccc(S(=O)(=O)N2CCOCC2)cc1OC | -2.5% | -4.3 | 17.6% | 3.5% | 27.5% | 0.2%
Fc1ccc(CSc2nncn2NCc2ccc3c(c2)OCO3)cc1 | 1.6% | -7.5 | -3.1% | 2.8% | 4.0% | 4.8%
COCCCNC(=O)C1CCN(c2nc(C)cc(C)n2)CC1 | u | 7.5 | 0.0% | 4.3% | -3.2% | 1.2%
O=C(Nc1nc2c(Cl)cccc2s1)c1ccc(Br)o1 | u | 112.5 | -0.9% | 10.4% | u | 6.7%
Cn1cc(C(=O)N2CCc3ccccc32)cn1 | -9.9% | 165.9 | 7.5% | -6.6% | -16.2% | 0.0%
COCCCNC(=O)CN(c1cccc(Cl)c1)S(C)(=O)=O | 9.6% | 25.9 | -5.6% | 15.3% | -1.3% | 15.2%
COCCCNC(=S)N(Cc1ccccc1)Cc1ccc(F)cc1 | -6.6% | -31.7 | -11.0% | 13.7% | 14.5% | -2.1%
CSc1nnc(C)c(=O)n1COC(=O)c1ccccc1 | 3.4% | 121.3 | -1.5% | u | -14.2% | 2.8%
Cc1cc(C)c(S(=O)(=O)N2C=CC(C(F)(F)F)=NCC2)c(C)c1 | 2.8% | 21.2 | 0.5% | 1.3% | 14.4% | -11.3%
COc1cc(C(=S)N2CCCC2)ccc1OCc1ccccc1 | 2.9% | 93.9 | -10.3% | 0.0% | 10.4% | -9.3%
COc1ccc(/C=N/N2CCN(c3ccccc3OC)CC2)cc1OC | 0.2% | -2.3 | -19.7% | 8.9% | 76.1%[activator] | 0.1%
COc1cc(NC(=O)COC(=O)c2n[nH]c3ccccc23)c(C)cc1[N+](=O)[O-] | u | 46.4 | -26.9% | 1.9% | -1.2%[2.29 µM] | -1.9%
Cc1cc(OCCN2CCOCC2)nc2ccccc12 | 0.7% | -3.4 | -3.1% | 5.5% | 0.2% | -12.1%
Cc1ccc(NC(=O)CN2C(=O)C(c3ccc(F)cc3)=NC23CCCCC3)c(C)c1 | 16.1% | -35.4 | x | -4.1% | x | x
CCCC(=O)Nc1cc(=O)[nH]c2ncnn12 | -18.3% | 0.4 | -6.8% | -21.9% | 0.5% | u
COc1ccc(OC)c(C(C[N+](=O)[O-])c2c(C)cc3ccccn23)c1 (stereo unspecified) | 5.3% | 48.3 | -9.2% | -34.3% | -12.4% | -3.2%
O=C(O)c1cccc(Cl)n1 | -0.1% | 0.0 | 13.3% | 0.1% | -2.3% | -24.0%
Nn1c(SCc2nc3ccccc3[nH]2)nnc1-c1cccnc1 | 1.0% | 20.2 | -10.4% | 2.8% | -7.1% | -12.1%
O=C(NN1C(=O)/C(=C/C=C/c2ccco2)SC1=S)c1ccccc1O | 4.0% | -18.1 | -29.8% | 2.82µM* | 15.8µM* | -11.3%

In the list so far, these contain bromine:
SMILES | AmpC detergent | HCMV inh | AMA1-RON2 inh | Sm TGR inh | AmpC no deterg | Giardia FBPA inh
CCC1=Nc2cc(C(=O)NCC3CCCO3)ccc2Sc2ccc(Br)cc21 (stereo unspecified) | -4.9% | -35.8 | -0.8% | -11.6% | 138.7%[activator] | -7.9%
O=C(Nc1nc2c(Cl)cccc2s1)c1ccc(Br)o1 | u | 112.5 | -0.9% | 10.4% | u | 6.7%

Following part
SMILES | AmpC detergent | HCMV inh | AMA1-RON2 inh | Sm TGR inh | AmpC no deterg | Giardia FBPA inh
O=C(NC(=O)N1CCOCC1)c1ccccc1 | 5.4% | 29.4 | -12.3% | 3.4% | -14.3% | 4.8%
S=c1nc2c(n[nH]1)c1ccccc1n2CCc1ccccc1 | -4.2% | u | 80.7%[activator] | 1.6% | -21.0% | 14.4%
COc1ccc(-c2nn(C)c3sc(C(=O)N4CCN(c5cccc(C)c5C)CC4)cc23)cc1OC | -0.5% | 9.4 | x | 25.1µM* | x | x
CC(=O)N(Cc1ccc(F)cc1)c1cccc(C)c1C | 2.9% | u | 24.3% | x | 32.7% | -1.0%
COc1ccc(C(=O)NC2CCN(S(=O)(=O)Cc3ccccc3)CC2)c(OC)c1 | u | -0.8 | 1.7% | 1.3% | -14.2% | 4.8%
Cc1ccc(-c2cc(-c3ccc(C)o3)nc(N)c2C#N)cc1 | -8.8% | -1.7 | 6.4% | 3.16µM* | -20.3% | u
COc1ccccc1C(OC(=O)c1ccco1)C(=O)NC(C)(C)C (stereo unspecified) | 3.0% | -81.7* | -5.0% | -14.0% | 3.8% | 0.8%
Cc1ccc(S(=O)(=O)N/N=C\c2ccc([N+](=O)[O-])o2)cc1C | 5.0% | 12.8 | -5.1% | -1.9% | -1.1% | x
O=C(Nc1ccc2c(c1)CN(Cc1ccco1)CC2)C1CCCO1 (stereo unspecified) | 0.4% | 4.9 | -2.5% | 4.3% | -15.0% | -14.7%
O=C(OCc1nc2ccsc2c(=O)[nH]1)c1ccco1 | 5.0% | -0.7 | -2.4% | 8.4% | -12.8% | x
CCOc1ccccc1NC(=O)Cn1c(C)cc(COC)c(C#N)c1=O | -9.4% | 23.4 | 3.8% | -27.2% | -10.8% | -4.0%
Cc1nc2ccccc2nc1N/N=C/c1ccc(O)cc1O | 1.8% | -86.2* | 11.4% | -13.0% | -44.3% | 8.4%
CCNC(=O)/C=C/c1ccccc1[N+](=O)[O-] | 0.8% | -7.6 | -10.7% | 10.5% | -15.7% | -2.1%
CC1CCc2sc(C(=O)NN=C3CCC(c4ccccc4)CC3)cc2C1 (stereo unspecified) | -6.2% | -39.5 | 59.9%[activator] | -4.9% | -25.0% | -5.3%
Cn1c(NC(=O)c2ccc(S(=O)(=O)N3CCOCC3)cc2)cc(=O)n(C)c1=O | -8.0% | -19.4 | -7.6% | 3.6% | -14.6% | 3.5%
CN(C)c1cccc2c(S(=O)(=O)Nc3ccccn3)cccc12 | -7.8% | -5.0 | -8.9% | -3.3% | -29.2% | -25.2%
O=C1NC(NS(=O)(=O)c2ccccc2)(C(F)(F)F)C(=O)N1Cc1cccnc1 (stereo unspecified) | 2.7% | -11.4 | -4.2% | 2.7% | -1.4% | 2.4%
COc1ccc(CCn2c(C)nc3ccccc3c2=O)cc1OC | 0.0% | -32.9 | 2.9% | x | 37.2% | -0.2%
CC(OC(=O)c1cccc(-n2cnnn2)c1)C(=O)Nc1ccc(F)cc1 (stereo unspecified) | -5.9% | -6.3 | -4.0% | -24.3% | -24.9% | x
Cc1c(CCOC(=O)CC23CC4CC(CC(C)(C4)C2)C3)sc[n+]1CC(=O)c1ccccc1 | 6.3% | -70.8* | 40.0%[activator] | -2.0% | 162.1%[activator] | -0.8%
C/C(=N/NS(C)(=O)=O)c1ccc2ccccc2c1 | 0.0% | 56.7 | 1.9% | 0.3% | -10.4% | -0.5%
COc1ccc(C(=O)O/N=C(\N)Cc2ccc(Cl)cc2Cl)cc1OC | -1.4% | 1.3 | -1.2% | -8.6% | -4.7% | 6.1%
Cc1ccc(S(=O)(=O)NCc2cccnc2)c(C)c1 | u | -14.4 | 0.0% | -7.4% | -6.9% | -8.1%
COc1ccc2cc1Oc1ccc(cc1)C[C@H]1c3cc(c(OC)cc3CCN1C)Oc1c(O)c(OC)cc3c1[C@H](C2)N(C)CC3 | -2.5% | x | u | -14.7% | 116.0%[activator] | -0.2%
Cc1ccc(C)c(N(CC(=O)NCCSCc2ccco2)S(C)(=O)=O)c1 | u | -2.5 | 70.2%[activator] | 20µM* | 69.7%[activator] | -11.7%

Quoted at random: two records from the list, in no set order.
SMILES | AmpC detergent | HCMV inh | AMA1-RON2 inh | Sm TGR inh | AmpC no deterg | Giardia FBPA inh
CN(C)c1cccc2c(S(=O)(=O)Nc3ccccn3)cccc12 | -7.8% | -5.0 | -8.9% | -3.3% | -29.2% | -25.2%
Cc1ccc(-c2cc(-c3ccc(C)o3)nc(N)c2C#N)cc1 | -8.8% | -1.7 | 6.4% | 3.16µM* | -20.3% | u

Further structures
SMILES | AmpC detergent | HCMV inh | AMA1-RON2 inh | Sm TGR inh | AmpC no deterg | Giardia FBPA inh
O=C(NCc1ccccc1C(F)(F)F)C1CC(c2cccc(F)c2)=NO1 (stereo unspecified) | 1.8% | 3.7 | 9.6% | -1.6% | 2.6% | 4.3%
Cc1cccc(NC(=O)CSc2ncnc3nc[nH]c23)c1C | 7.0% | 6.9 | 3.5% | -30.5% | -12.4% | -7.5%
CCCOc1cccc(C(=O)N/N=C/c2coc3ccccc3c2=O)c1 | 3.0% | -10.5 | 138.2%[activator] | 0.0% | -20.0% | x
O=[N+]([O-])c1ccc(N2CCN(c3ccc(O)cc3)CC2)c(Cl)c1 | u | u | -11.4%[11.6 µM] | -16.2% | -28.0% | -20.3%
COc1ccc2[nH]c(-c3ccc(C)cc3)cc(=O)c2c1 | -10.5% | x | 7.9% | -16.1% | -11.9% | 2.3%
Cc1cccc(Nc2ncc3c(n2)CC(c2ccco2)CC3=O)c1 (stereo unspecified) | -16.2% | -31.1 | 1.0% | -3.4% | -26.9% | 0.8%
Cc1nn(CC(=O)OCC(=O)NCCc2ccc(F)cc2)c(C)c1[N+](=O)[O-] | x | -9.7 | -3.2% | x | -14.9% | x
CN(C(=O)c1cc2nc(-c3ccco3)cc(C(F)(F)F)n2n1)C1CCCCC1 | -0.1% | u | 1.7% | u | 10.1% | -3.4%
O=C(NNS(=O)(=O)c1ccc(F)cc1F)C1Cc2c(ccc3ccccc23)O1 (stereo unspecified) | 1.2% | -25.1 | 15.4% | 4.6% | -24.7% | 5.2%
CCCNC(=S)Nc1ccc(S(N)(=O)=O)cc1 | 3.8% | -24.0 | 3.1% | -26.4% | -1.8% | 2.4%
O=C(O)C1CCN(c2ccc([N+](=O)[O-])cc2[N+](=O)[O-])CC1 | -1.0% | -37.8 | -22.5% | -12.4% | -16.5% | 8.0%
OCCNCc1cccc(OCc2ccc(Cl)cc2)c1 | -0.3% | -12.0 | 23.7% | x | 37.0% | -4.2%
O=C1C(=O)N(c2ccccc2)c2ccccc21 | -12.6% | 43.2 | 18.8% | -27.7% | -31.2% | -19.6%
